Growth percent in the NCI-60 one-dose screen (48 h, 10 µM unless noted): 100 = growth as untreated, 0 = no growth, -100 = all killed.
T-47D = T-47D breast cancer; hit rate 5% among 79,000; AID 1794792
HS 578T = HS 578T breast cancer; hit rate 4.1% among 78,000
MDA-MB-231 = MDA-MB-231 breast cancer. hit rate 5% among 81,000. AID 1794789
MCF7 = MCF7 breast cancer; hit rate 6.3% among 82,000; AID 1794796
BT-549 = BT-549 breast cancer. hit rate 4.4% among 78,000
SK-MEL-2 = SK-MEL-2 melanoma | hit rate 4.7% among 77,000 | AID 1794763
LOX IMVI = LOX IMVI melanoma; hit rate 7.4% among 79,000; AID 1794757
MALME-3M = MALME-3M melanoma; hit rate 5.8% among 78,000
The depositor's hits bear a star; / = not tested or not shown; & = joins results of further samples. How the source made its calls: active means growth percent below 10; inactive means the rest.

Structure,T-47D,HS 578T,MDA-MB-231,MCF7,BT-549,SK-MEL-2,LOX IMVI,MALME-3M
CCCCC1(CC(=O)OCC)SCCN1C(N)=O (stereo unspecified),95,109,100,102,111,110,99,100
O=C(O)c1ccc(-n2cc(CNc3ccc(Oc4ccccc4)cc3)c(-c3cc(C(F)(F)F)cc(C(F)(F)F)c3)n2)cc1,70,73,101,81,112,98,92,81
COc1ccc(-c2cc(Cc3cccs3)c(=O)n(CN3CCOCC3)n2)cc1,96,111,93,92,107,/,92,106
COc1ccc(/C=C2/C(=O)/C(=C/c3ccc(OC)cc3)C3CCC2N3C)cc1,56,97,70,67,78,66,74,70
CCCCCCCC/C=C\CCCCCCCC(=O)Oc1c(Cl)cc(Cl)cc1[N+](=O)[O-],118,/,140,107,111,133,/,119
Cc1ccsc1[C@@H]1C[C@H](O)Cc2cc(Br)c3ccccc3c2N1,95,/,87,85,102,106,77,114
CCCCS(=O)(=O)c1ccc(Cl)c2ccccc12,97,108,104,96,/,/,95,105
C/C(=N\O)c1ccc(OCC(=O)Nc2nc(-c3ccccc3)cs2)cc1,108,96,105,103,105,102,98,97
O=C1CSC(c2ccc3c(c2)OCO3)N1Cc1ccccc1 (stereo unspecified),104,101,99,/,101,116,95,106
COC(=O)c1c(C)[nH]c2c3c(c(OC(C)=O)cc12)[C@H]1C[C@@H]2[C@@]4(C)CCCC(C)(C(=O)O)[C@@H]4CC[C@@]32C=C1C(C)C (stereo partly specified),86,90,102,78,103,104,92,97
S=c1oc(-c2cc(-c3ccccc3)nc3ccccc23)nn1CN1CCOCC1,92,104,100,95,116,104,100,117
Cc1cc(C)c2cc(N)c(Cl)nc2n1,97,89,93,92,111,91,101,100
COc1ccc(CNC(=O)C(=O)[C@H](Cc2ccccc2)NC(=O)c2[nH]c3ccccc3c(=O)c2C)cc1OC,100,110,94,94,/,103,101,106
N#C/C(=C(\CCCO)NCCCC(=O)O)c1nc2ccccc2[nH]1,107,115,94,100,111,91,94,106
C=C(C)[C@@H]1CC[C@]2(C)[C@H](CC=C3[C@@H]4[C@@H](C)[C@H](C)CC[C@]4(C(=O)OC)CC[C@]32C)[C@@]1(C)CC/C(N)=N/O,65,107,73,66,91,94,61,/
COc1cc(-c2nc3sc(C4CC4)nn3c2-c2ccc(F)c(Cl)c2)cc(OC)c1OC,42,75,79,58,83,45,75,109
O=C1CSC(=NCC(=O)n2c(-c3ccccc3)nc3ccccc32)N1,95,104,100,87,97,99,93,106
CCN(CC)CCCC(Nc1c2ccc(Cl)cc2nc2ccc(OC)cc12)c1ccc(Cl)cc1 (stereo unspecified),/,-48*,-59*,-74*,43,-79*,-83*,-82*
COc1ccc(-c2nc3sc4cc(OC)ccc4n3c2-c2nc3ccc(Cl)cc3[nH]2)cc1,90,106,103,96,81,87,99,/
COc1cc(C(=O)/C=C/c2cn(-c3ccccc3)nc2-c2cccc(Nc3ccnc4cc(Cl)ccc34)c2)cc(OC)c1OC,95,102,63,71,93,/,72,73
COC(=N)N(Cc1ccccc1)Cc1ccccc1,105,/,106,97,106,115,/,109
Nc1nc(Nc2ccc(Cl)cc2)c2cc[nH]c(=O)c2n1,75,122,101,81,96,124,93,162
CC(C(=O)O)c1ccc2oc(-c3ccc(Cl)cc3)nc2c1 (stereo unspecified),92,104,115,92,91,80,108,84
NC(=S)N/N=C\C(=O)c1ccccc1O,42,116,112,61,101,/,108,95

For convenience, some entries already given:
Structure,T-47D,HS 578T,MDA-MB-231,MCF7,BT-549,SK-MEL-2,LOX IMVI,MALME-3M
COc1cc(C(=O)/C=C/c2cn(-c3ccccc3)nc2-c2cccc(Nc3ccnc4cc(Cl)ccc34)c2)cc(OC)c1OC,95,102,63,71,93,/,72,73
COC(=N)N(Cc1ccccc1)Cc1ccccc1,105,/,106,97,106,115,/,109
Nc1nc(Nc2ccc(Cl)cc2)c2cc[nH]c(=O)c2n1,75,122,101,81,96,124,93,162

Next results follow:
Structure,T-47D,HS 578T,MDA-MB-231,MCF7,BT-549,SK-MEL-2,LOX IMVI,MALME-3M
Clc1cc(Cl)c2c(c1)CN(Cc1ccccc1)CO2,98,108,97,94,109,117,101,99
COc1ccc(-c2c(NC(=O)Nc3ccc(Cl)c(C(F)(F)F)c3)cnn2-c2ccc(S(N)(=O)=O)cc2)cc1,17,50,53,12,39,-4.2*,38,34
O=C(COc1cc(O)c2c(=O)cc(-c3ccccc3)oc2c1)Nc1ccccn1,107,91,82,92,79,107,99,104
Clc1ccc(-n2ncc3c(Nc4ccc(OCc5ccccc5)cc4)ncnc32)cc1,83,97,/,96,107,/,/,85
Nc1nc(=O)c2nccnc2c(=O)[nH]1,109,102,104,93,102,116,98,100
O=C(c1ccc(Cc2n[nH]c(=O)c3cccnc23)cc1)N1CCN(c2ccc(C(F)(F)F)cc2)CC1,74,97,90,79,87,106,94,95
CC(C)Cc1nnc(N)s1,96,/,113,105,108,106,104,148
COc1ccc([C@@H]2c3[nH]c4ccccc4c3C[C@@H]3C(=O)N(C4CCN(Cc5ccccc5)CC4)CC(=O)N23)c(OC)c1,75,53,68,54,79,98,68,83
C=CCc1cc(Cl)cc2c(OC(C)=O)c(C(C)=O)c(-c3ccccc3)nc12,91,102,91,82,116,112,97,104
Cc1ccc(C(C)(C)C(CC(=O)O)C(=O)O)cc1 (stereo unspecified),85&79,108&110,121&109,97&94,110&104,109&115,91&94,103&103
Cc1c(Br)c(=O)n(-c2ccccc2)n1C,109,/,109,/,112,108,106,113
O=C(c1ccccc1)C(O)C(Br)(CBr)c1ccccc1 (stereo unspecified),99,/,92,81,68,/,47,100
Nc1nc(-c2cccc(F)c2)c2cc[nH]c(=O)c2n1,98,102,109,83,/,75,93,135
COc1ccc(C2C(C#N)=C(N)Oc3c2ccc2ccccc32)cc1 (stereo unspecified),31,47,31,13,61,25,27,48
COc1cc2oc(=O)ccc2cc1C(=O)CC(C)C,88,112,109,94,100,107,100,103
COc1nc(N)c(C=O)c(=O)n1C,87,124,110,99,/,105,102,135
CC1=NN(c2ccccc2)C(=O)/C1=C/c1cc(=O)oc2ccc3ccccc3c12,71,86,83,91,83,87,88,71
COc1c(C)c2c(c(O)c1C/C=C(\C)CCC(=O)OCCN1CCOCC1)C(=O)OC2,29,50,38,/,40,26,18,39
COc1ccc(-c2nc3ccc(C)cc3c3c2c(=O)n(C)c(=O)n3C)cc1OC,106,74,102,98,120,123,96,111
c1ccc(-c2cn(Cc3nc(-c4ccccc4)no3)nn2)cc1,90,102,101,93,116,106,95,99
COc1cc(-c2nn(CN3CCN(S(=O)(=O)c4ccc(Cl)cc4)CC3)c(=S)o2)cc(OC)c1OC,82,/,104,89,94,93,94,83
CNCc1cccc2c1OCCOCCOCCN(CCN1CCOCC1)S(=O)(=O)c1ccc(cc1)-c1cnc(N)c(n1)C(=O)N2,101,48,94,38,22,61,28,94
Cc1ccccc1Nc1n[nH]c(=S)s1,104,99,122,96,99,110,102,106
[N-]=[N+]=NC(=O)c1cc2ccccc2cc1O,107,104,96,102,104,102,92,/

Of the compounds above, two contain a cyano group:
Structure,T-47D,HS 578T,MDA-MB-231,MCF7,BT-549,SK-MEL-2,LOX IMVI,MALME-3M
N#C/C(=C(\CCCO)NCCCC(=O)O)c1nc2ccccc2[nH]1,107,115,94,100,111,91,94,106
COc1ccc(C2C(C#N)=C(N)Oc3c2ccc2ccccc32)cc1 (stereo unspecified),31,47,31,13,61,25,27,48

(further entries)
Structure,T-47D,HS 578T,MDA-MB-231,MCF7,BT-549,SK-MEL-2,LOX IMVI,MALME-3M
COc1ccc(C(=O)/C=C/c2ccc(C)cc2)cc1OC,59,107,91,36,90,/,49,101
OC(CNc1ccc(CSc2ccccc2)cc1)c1ccccc1 (stereo unspecified),97,92,94,106,106,/,82,99
OCC1(c2ccccc2)CCN(Cc2ccccc2)CC1,106,102,112,93,104,114,93,/
Cc1ccc(S(=O)(=O)N/N=C2\CC3CCC2C3)cc1 (stereo unspecified),/,115,111,97,107,108,103,102
CC(=O)Nc1ccc(C)cc1C,95,112,116,91,/,98,99,109
CC1CC=CCC1C(=O)OCCOC(=O)C1CC=CCC1C (stereo unspecified),110,94,108,100,110,108,109,120
Cc1c(-[n+]2noc(=O)[nH]2)no[n+]1[O-],108,101,105,93,115,99,101,100
Oc1ccccc1/C=N/NC(=S)NC1CC2C=CC1C2 (stereo unspecified),80,98,84,81,61,/,45,102
Cc1ncc(CO)n1C,106,113,105,98,121,99,114,113
CC1=Nc2ccccc2C(=O)OC2(C)c3c(C)nn(-c4ccccc4)c3N(C)C(=O)c3ccccc3N12 (stereo unspecified),99,112,104,90,112,113,105,121
Cc1ccc(-c2nn(-c3ccccc3)cc2/C=C/C(=O)c2ccc(NC(=O)CCCCCCC(=O)NNc3ccccc3)cc2)cc1,100,103,94,91,89,99,96,82
COc1ccc2c(c1)O/C(=C\c1ccc(O)cc1O)C2=O,98,/,105,102,93,117,102,92
O=c1/c(=C/c2ccc(Cl)cc2)sc2nc3ccccc3n12,94,106,99,76,106,127,100,102
COc1cc(/C=C2\Cc3cc4c(cc3C2=O)OCO4)cc(OC)c1,96,99,97,90,104,111,98,89
Cc1ccc(-c2c(-c3nc4ccccc4s3)c(N)nc3c(N=Nc4ccc(Br)cc4)c(N)nn23)cc1,91,73,91,90,104,94,92,85
Cc1ncc(C(=O)Nc2ccc(CN3CCN(C)CC3)c(C(F)(F)F)c2)cc1C#Cc1cnc2cccnn12,40,-16*,-1.1*,2.9*,-11*,-55*,-18*,-72*
Cc1nc(Nc2ccc(NC(=O)Nc3ccc(Cl)c(C(F)(F)F)c3)cc2)c2c(C)c(C)[nH]c2n1,74,100,97,91,94,96,102,107
O=[N+]([O-])c1cccc(Cl)c1,86,98,116,94,109,100,100,165
CC1=CC(c2cccc(Cl)c2)C(=O)/C1=C\c1cn(CCCn2cc(/C=C3/C(=O)C(c4cccc(Cl)c4)C=C3C)c3ccccc32)c2ccccc12 (stereo unspecified),89,113,111,99,104,102,95,102
Cc1nn(-c2ccccc2)c2c1C1C(=C(c3ccc(F)cc3)N2)C(=O)N(Cc2ccccc2)c2ccccc21 (stereo unspecified),81,120,85,90,120,90,102,131
Cc1cc(Br)c(NC(=O)c2c(-c3c(Cl)cccc3Cl)noc2C)c(Br)c1,90,123,99,93,115,91,64,110
N=C1N=C(SCc2nc3ccccc3[nH]2)NC(=O)/C1=C/c1ccc(F)cc1,93,101,99,94,115,104,87,92
Cc1cc2c(cc1Cl)C(=O)/C(=C/c1ccc(O)c(O)c1)O2,96,94,104,95,105,105,/,104
COc1cc(NC(=O)C2=C(N3CCOCC3)/C(=C/c3ccc(Cl)cc3)CC2)cc(OC)c1OC,71,95,92,73,103,85,89,94
Cc1nnc(Cc2ccco2)c2n[nH]c(C)c12,90,121,114,77,100,103,102,100
COc1ccc(CN(c2ccc(C)cc2)C2OC(=O)c3ccccc32)cc1OC (stereo unspecified),95,102,117,93,106,95,93,104
N#CCCN(CCC#N)S(=O)(=O)c1ccc(Nc2ccc(O)c3c2C(=O)c2ccccc2C3=O)cc1,51,65,71,45,91,105,53,/
